Screening data from PubChem.
Kir21 inh – inhibitors of mouse Kir2.1 inward-rectifier potassium channel. P35561. HEK293-Kir2.1, FluxOR thallium flux fluorescence; active compounds read low. AID 1672. B-score at 10 µM. 310,000 compounds, 0.85% hits;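 active = fluorescence ratio B-score at or below minus 3 SD of library scores, with starting-brightness B-score within 2 SD, cut at about -4.2 in these data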;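 also: channel flux triggered by added potassium and thallium sulfate stimulus; B-score of peak minus minimum fluorescence over baseline after thallium stimulus; more negative B-score means stronger Kir2.1 block with less thallium influx; some compounds called inactive have numbers as strong as hits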
Target sequence (P35561 whole entry, looked up): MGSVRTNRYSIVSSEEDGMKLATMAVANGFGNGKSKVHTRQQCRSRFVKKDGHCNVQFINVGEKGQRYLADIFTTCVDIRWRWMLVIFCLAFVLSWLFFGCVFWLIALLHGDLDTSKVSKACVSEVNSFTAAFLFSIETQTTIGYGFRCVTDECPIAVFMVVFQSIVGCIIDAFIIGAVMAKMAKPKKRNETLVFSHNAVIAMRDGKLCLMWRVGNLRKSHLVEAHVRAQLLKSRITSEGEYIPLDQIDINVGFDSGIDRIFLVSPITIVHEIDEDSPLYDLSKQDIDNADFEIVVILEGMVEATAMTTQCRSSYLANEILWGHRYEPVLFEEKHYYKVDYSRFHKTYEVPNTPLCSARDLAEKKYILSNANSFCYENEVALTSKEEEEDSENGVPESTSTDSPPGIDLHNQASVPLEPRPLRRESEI
KCNQ2 inh – KCNQ2 channel blockers in CHO-K1 cells – cell-based, FluxOR thallium flux, B-score, primary screen (AID 2156). 310,000 compounds, 1.1% hits. O88943. 20 min; active compounds read low. B-score at 10 µM;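 active = fluorescence ratio B-score at most minus 3 library SDs, with starting brightness B-score within 2 library SDs, cut at about -5.5 in these data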
CHT block – inhibits the human high affinity choline transporter. Q9GZV3. CHT-expressing cells, membrane potential dye, choline response; active compounds read low. B-score at 10 µM. 310,000 compounds, 0.86% hits. AID 488975;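 active = B-score over 3 SD under the library average, and starting fluorescence ratio not unusually high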;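 also: choline stimulus applied at its EC90 after an EC20 pre-addition; B-score computed on integrated fluorescence ratio after choline addition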
Target sequence (Q9GZV3 whole entry, looked up): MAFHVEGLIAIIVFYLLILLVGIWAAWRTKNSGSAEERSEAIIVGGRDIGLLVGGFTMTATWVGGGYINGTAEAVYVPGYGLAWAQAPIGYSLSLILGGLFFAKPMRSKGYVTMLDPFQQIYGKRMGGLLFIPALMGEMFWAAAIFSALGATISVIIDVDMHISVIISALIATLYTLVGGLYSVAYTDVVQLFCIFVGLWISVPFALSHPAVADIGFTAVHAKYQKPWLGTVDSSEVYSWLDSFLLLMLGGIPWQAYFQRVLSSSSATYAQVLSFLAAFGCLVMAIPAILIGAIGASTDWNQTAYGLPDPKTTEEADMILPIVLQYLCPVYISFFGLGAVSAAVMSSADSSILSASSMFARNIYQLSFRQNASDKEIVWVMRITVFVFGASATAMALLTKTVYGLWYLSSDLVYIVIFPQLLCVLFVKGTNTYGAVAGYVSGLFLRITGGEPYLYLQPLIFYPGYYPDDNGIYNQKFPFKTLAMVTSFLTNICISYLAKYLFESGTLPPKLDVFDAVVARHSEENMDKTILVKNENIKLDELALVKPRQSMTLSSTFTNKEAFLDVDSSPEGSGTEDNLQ
An asterisk follows results filed as active; i = inactive; · = not tested or not shown.

Molecule | Kir21 inh | KCNQ2 inh | CHT block
O=C(NCc1ccco1)C1CCCN1C(=O)Nc1ccccc1 (stereo not given) | 0.04 | i | i
O=C(c1ccc(S(=O)(=O)N2CCOCC2)cc1)N1CCN=C1SCc1cccnc1 | 1.43 | i | i
O=C(O)C1CCN(C(=O)CCc2ccccc2)CC1 | -0.72 | i | i
CCCCN(C)CCCNC(=O)/C=C1\Sc2ccccc2NC1=O | 0.77 | i | i
COc1ccccc1CNC(=O)CCS(=O)(=O)c1cccs1 | 0.8 | i | i
O=C(OCC(=O)c1c[nH]c2ccccc12)c1cccc(S(=O)(=O)N2CCCCCC2)c1 | -0.36 | i | i
O=C(NC(=S)Nc1ccc(NC(=O)c2cccs2)cc1)c1ccc([N+](=O)[O-])cc1 | -0.02 | i | i
O=C(NO)c1ccccc1O | -0.86 | i | i
CC(C)(C)C(=O)Nc1ccc(N=Nc2ccccc2)cc1 | -0.6 | i | i
CCN(CC(=O)N1CCOCC1)S(=O)(=O)c1ccc(F)cc1 | 0.17 | i | i
CCn1ccnc1CN(C)Cc1cn[nH]c1-c1ccc(OC)c(F)c1 | -1.16 | i | i
O/C(=C\c1nc2ccccc2[nH]1)c1cccs1 | -2 | i | i
Cc1cc(N2CCC(C)CC2)nc(SCC(=O)c2ccccc2)n1 | -2.24 | i | i
Cc1nc(SCC(=O)NC(=O)NCCC(C)C)c2c(-c3cccs3)csc2n1 | -1.4 | i | i
COc1cc2ccccc2cc1C(=O)Nc1ccc(CN2CCOCC2)cc1 | -2.16 | i | i
O=C(/C=C\c1ccc2c(c1)OCO2)Nc1c2c(nn1-c1ccc(Cl)cc1)CSC2 | -0.67 | i | i
Cn1cc(CCC(=O)NC2CC2)c2ccccc21 | -1.56 | i | i
CCOc1cccc2c1OC1(CCCCC1)N1N=C(c3cccnc3)CC21 (stereo not given) | 0.64 | i | i
O=C(O)CCCN1C(=O)C2C3CCC(O3)C2C1=O (stereo not given) | 2.47 | i | i
O=C(c1ccncc1)N(c1ccc2oc3c(c2c1)CCCC3)S(=O)(=O)c1cccc([N+](=O)[O-])c1 | 0.29 | i | i

Continuation.
Molecule | Kir21 inh | KCNQ2 inh | CHT block
Cc1c(O)c(CN2CCCC2)cc2c1oc(=O)c1ccccc12 | 0.42 | i | i
O=C(CN1CCSCC1)N/N=C/c1ccc(F)c(F)c1 | -0.15 | i | i
O=C(Nc1ccccc1-c1nnn(CC(=O)N2CCCc3ccccc32)n1)c1cccc(Cl)c1 | 1.25 | i | i
CCCc1cc2c(cc1NS(=O)(=O)c1ccc(CCNC(C)=O)cc1)OCO2 | -0.79 | i | i
Nc1ccc(C(=O)N2CCN(S(=O)(=O)c3ccc(Cl)cc3)CC2)cc1[N+](=O)[O-] | 0.63 | i | i
CN(N)C(=S)Nc1ccc(Cl)cc1 | -1.49 | i | i
COc1ccc(/C=C/C=C2\N=C(SC)SC2=O)cc1 | -2.18 | i | i
COc1cccc(OCC(=O)NNC(=O)CCc2ccccc2)c1 | -1.93 | i | i
Cc1ccc(C)c(N2CCN(C(=O)c3ccc(CSc4nc5ccncc5[nH]4)cc3)CC2)c1 | -0.67 | i | i
C/C(Nc1ccc(C)cc1)=C(/C#N)C(N)=O | 1.04 | i | i
CCCCc1c(O)nc(SC2CC(=O)N(c3ccc(C(=O)OCC)cc3)C2=O)[nH]c1=O (stereo not given) | 0.16 | i | i
Cc1cc(NC(=O)CSc2nc(N)c(NC(=O)c3ccccc3F)c(=O)[nH]2)no1 | -1.11 | i | i
CC1CCCCN1C(=O)CSc1nc2ccsc2c(=O)n1Cc1ccccn1 (stereo not given) | -1.66 | i | i
CC(=O)C1=C(O)C(=O)N(Cc2cccnc2)C1c1ccc(O)cc1 (stereo not given) | 0.77 | i | i
Nc1nn(-c2ccccc2)c(N)c1N=Nc1ccccc1F | 0.37 | i | i
COc1ccc(/C=N/Nc2nnc(Cc3ccccc3)c(=O)[nH]2)cc1 | -0.37 | i | i
Cc1cc(C)c(C(=O)CC2(O)C(=O)Nc3ccccc32)cc1C (stereo not given) | -0.84 | i | i
O=C(CSc1ccc(Cl)cc1)Nc1ccccc1N1CCN(C(=O)c2ccccc2)CC1 | -1.04 | i | i
CC1CCC(NS(=O)(=O)c2ccc(N3CCCC3=O)cc2)CC1 (stereo not given) | 0.63 | i | i
C=CCNC(=S)NNC(=O)CC12CC3CC(CC(C3)C1)C2 | 0.01 | i | i

Continued.
Molecule | Kir21 inh | KCNQ2 inh | CHT block
Nc1ccc(C(=O)N/N=C\c2ccc(OC(=O)c3ccccc3Cl)cc2)cc1 | -1.42 | i | i
Cc1ccc2nc(SCC(=O)Nc3cc(C)on3)nc(=O)n2c1 | -0.05 | i | i
O=C(CN1CCC(NC(=O)c2ccc(F)cc2)CC1)NCc1ccccc1F | 0.04 | i | i
Cc1ccc(-n2c(SCC(N)=O)nnc2-c2ccc(S(=O)(=O)N3CCCCC3)cc2)c(C)c1 | -0.5 | i | i
COc1cccc(C(=O)Nc2c3c(nn2-c2ccccc2C)CS(=O)C3)c1OC (stereo not given) | 1.38 | i | i
O=C1C2C3C=CC(CC3)C2C(=O)N1c1ccccc1F (stereo not given) | -1.13 | i | i
Cc1cc(NCCCN)nc(-c2ccccc2O)n1 | 0.03 | i | i
CCOC(=O)c1c(NC(=O)CSc2nnc(C)s2)sc2c1CCCCC2 | 0.1 | i | i
Cc1nc(NC(=O)c2ccc(Br)o2)ccc1Br | -1.38 | i | ·
O=C(NCCCN1CCOCC1)c1cccc(S(=O)(=O)N2CCN(c3ccccc3)CC2)c1 | 0.3 | i | i
CCC(C)c1ccc(NC(=S)Nc2ccc(OC)cc2)cc1 (stereo not given) | 1.63 | i | i
Cc1cccc(CN2C(=O)c3ccccc3Sc3ccc(C(=O)NCCN4CCOCC4)cc32)c1 | 0.06 | i | i
O=C(CCCn1c(=S)[nH]c2ccccc2c1=O)NC1CCCCC1 | -0.02 | i | i
COC(=O)c1cccc(N2C(=O)C3C4C=CC(CC4)C3C2=O)c1 (stereo not given) | 1.11 | i | i
O=S(=O)(NCc1ccc2c(c1)OCO2)c1ccc(F)cc1 | -0.7 | i | i
COc1ccc(C(C)(C)NC(=O)C2CCC(=O)N(C3CC3)C2)cc1OC (stereo not given) | -0.13 | i | i
COc1ccc(OC)c(NC(=O)c2cccc3c2C(=O)N(C2CCCCC2)C3)c1 | -0.15 | i | i
Cc1ccc(OCCN2CCCC2)cc1 | 1.37 | i | i
COC(=O)CC1C(=O)NCCN1C(=O)NC1CCCCC1 (stereo not given) | 0.01 | i | i
N#Cc1ccsc1NC(=O)CN1CCN(c2ccccc2)CC1 | -0.17 | i | i

Later entries
molecule,Kir21 inh,KCNQ2 inh,CHT block
COc1ccc(OC)c2sc(NC(=O)c3ccc(Cl)s3)nc12,0,i,i
Cc1ccccc1CCNC(=O)CCn1nc(C)c2c(C)n(-c3ccccc3)nc2c1=O,-0.49,i,i
O=C(c1cc(C2CC2)on1)N1CCN(C(c2ccccc2)c2ccccc2)CC1,-1.75,i,i
CCN(CC)CCCNC(=O)c1ccccc1NC(=O)C1=CSCCO1,2.17,i,-11.6*
CC(=O)c1cc(-c2ccccc2)n(CC(=O)N2CCC(N3CCCCC3)CC2)c1C,-0.49,i,·
Cc1ccc(NC(=O)CCC(=O)N/N=C/c2cccs2)cc1,0.02,i,i
Cc1cccc(N=Nc2cnc(N)s2)c1,0.25,i,i
CCCCn1c(N)c(N(CCC(C)C)C(=O)c2cc(CC)c(C)s2)c(=O)[nH]c1=O,0.92,i,i
Cc1ccc(S(=O)(=O)CCC(=O)OCC(=O)Nc2cc(C)on2)cc1,-0.88,i,i
CC(NC(=O)c1cc2c(=O)n3ccccc3nc2n(CC2CCCO2)c1=N)c1ccccc1 (stereo not given),0.97,i,i
Cc1[nH]c2ccccc2c1N=Nc1ccc(F)cc1,0.45,i,i
CC(=O)c1ccc(NC(=O)c2ccc(NC(=O)CCS(=O)(=O)c3cccs3)cc2)cc1,0.44,i,i
Cn1c(SCC(=O)N2CCCCC2)nnc1-c1ccc(S(=O)(=O)N2CCOCC2)cc1,-0.95,i,i
Cc1cc(-c2ccccc2)nc(N(C)NC(=O)c2cccc(C(F)(F)F)c2)c1S(C)(=O)=O,1.52,i,i
O=C(CS(=O)(=O)c1ccc(C(F)(F)F)cn1)NNC(=O)c1ccccc1,2.28,i,i
O=C(CSc1nc(-c2ccccc2)cc(=O)[nH]1)N1CCOCC1,-0.84,i,i
Cc1cccc(NC(=O)CN2C(=O)c3ccccc3C2=O)c1C,-0.18,i,i
Cc1ccc(CNC(=O)c2ccc3c(c2)NC(=O)C(N2CCOCC2)S3)cc1 (stereo not given),0.01,i,i
COc1ccc(N/C=C/C(=O)C(C)(C)C)cc1,-0.95,i,i
CCOCCCNC(=S)N1CCCN(c2nc3c(C)c(C)ccc3cc2C#N)CC1,-2.62,i,·
COC(=O)Nc1c(C(=O)OC)cc(OC)c(OC)c1OC,0.79,i,i
Cc1cc(N=Nc2c(O)c3ccccc3[nH]c2=O)ccc1N=Nc1ccc(C(=O)N(C)C)cc1,-1.51,i,·
COc1ccc(S(=O)(=O)NCc2ccc(F)cc2)cc1OC,1.17,i,i
O=C1CC(c2ccccc2Br)c2cc3c(cc2N1)CCC3 (stereo not given),-0.79,i,i
COC(=O)c1ccc(Nc2cc(C)nc3nc(C)nn23)cc1,1.72,i,i

Sorted by SMILES length (ascending): part of the list above
molecule,Kir21 inh,KCNQ2 inh,CHT block
Cc1cccc(N=Nc2cnc(N)s2)c1,0.25,i,i
Cc1[nH]c2ccccc2c1N=Nc1ccc(F)cc1,0.45,i,i
COC(=O)Nc1c(C(=O)OC)cc(OC)c(OC)c1OC,0.79,i,i
O=C(CS(=O)(=O)c1ccc(C(F)(F)F)cn1)NNC(=O)c1ccccc1,2.28,i,i
Cn1c(SCC(=O)N2CCCCC2)nnc1-c1ccc(S(=O)(=O)N2CCOCC2)cc1,-0.95,i,i
CC(NC(=O)c1cc2c(=O)n3ccccc3nc2n(CC2CCCO2)c1=N)c1ccccc1 (stereo not given),0.97,i,i
Cc1cc(-c2ccccc2)nc(N(C)NC(=O)c2cccc(C(F)(F)F)c2)c1S(C)(=O)=O,1.52,i,i

The list continues:
molecule,Kir21 inh,KCNQ2 inh,CHT block
CC(C)N(C(=O)CSc1nnc(-c2cc3ccccc3cc2O)n1Cc1ccco1)C(C)C,0.05,i,i
O=C1c2ccccc2N2C(=O)c3ccccc3C2N1Cc1ccco1 (stereo not given),-0.45,i,i
CCNc1nc(SCC(=O)OC)nc(N(C)C)n1,0.55,i,i
Cc1cccn2c(=O)c3cc(C(=O)N4CC(C)CC(C)C4)sc3nc12 (stereo not given),-0.48,i,i
COc1ccc(C(=O)Nc2cc(=O)[nH]c3ncnn23)cc1,0.14,i,i
CCOC(=O)C(C)Sc1nc(-c2ccccc2)nc2ccccc12 (stereo not given),1.2,i,i
CCC(=O)NCC(c1ccco1)N1CCN(c2ccc(OC)cc2)CC1 (stereo not given),1.14,i,i
COc1ccc(OC)c(-c2cc(C(=O)Nc3c(C)nn(Cc4ccccc4C)c3C)no2)c1,0.37,i,i
Cc1ccc(C)c(N(C(=O)CS(=O)CC(=O)Nc2ccc3c(c2)OCO3)C(C)C(=O)NC2CCCC2)c1 (stereo not given),-0.4,i,i
CS(=O)(=O)N(Cc1ccc(C(=O)NC2CCCC2)cc1)c1ccccc1,0.68,i,i
Cc1cc(NS(=O)(=O)c2ccc(NC(=S)NC(=O)c3ccc(F)cc3)cc2)no1,1.63,i,i
COc1ccc(N2C(=O)CNC2=S)cc1,2.11,i,-7.99*
O=P(O)(O)CCP(=O)(c1ccccc1)c1ccccc1,-1.42,i,i
O=C(O)c1ccccc1C(=O)NCCc1ccc(Cl)cc1,-0.39,i,i
COc1cccc(C(=O)NCCS(=O)(=O)N2CCc3ccccc3C2)c1,0.8,i,i
CCOC(=O)c1ccc(NC(=O)CN2C(=O)C(CC)SC(CC)C2=O)cc1 (stereo not given),-2.31,i,i
CC(OC(=O)c1cccnc1Cl)C(=O)Nc1ccc2c(c1)OCCO2 (stereo not given),-0.98,i,i
COCCCNCCCCOc1cccc(Br)c1,1.91,i,i
CCC(C)NC(=O)c1cc2c(=O)n3ccccc3nc2s1 (stereo not given),0.43,i,i
Cc1cc(NC(=O)c2ccc3c(c2)C(=O)N(C2CCCCC2)C3=O)no1,-0.46,i,i
CCc1nc(SCc2nnc(-c3ccc(C)cc3)o2)c2c(C)c(C)sc2n1,0.52,i,i
COc1ccc2c(c1)C(=O)C(=O)N2CC1COc2ccccc2O1 (stereo not given),-1.66,i,i
O=C(COc1ccccc1)Nc1nnc(-c2ccc3c(c2)CCCC3)o1,-2.13,i,i
C/C(=N\Nc1ccccn1)c1ccc(OC(F)F)cc1,1.06,i,i
Cc1ccccc1NC(=O)C1CCCN(S(=O)(=O)c2cnc[nH]2)C1 (stereo not given),-0.26,i,i
